# Bioassay records (PubChem)
# UPR CHOP act = activators of apoptotic arm of unfolded protein response (CHOP); CHO-CHOP luciferase reporter, UPR activation, luminescence; percent of tunicamycin response over DMSO baseline; activation, % at 10 µM; 330,000 compounds, 0.34% hits; AID 449763;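 active = at 10 µM dose, activation of 40% or more, normalized to positive control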;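 also: 100% = tunicamycin at 10 µg/mL and 0% = DMSO alone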
#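 Dosing – one dose, 10 µM in 0.5% DMSO · System – CHO-CHOP cells, stable luciferase reporter of PERK-eIF2a-CHOP signalling · Input – 500 cells/well · Control set – tunicamycin 10 µg/mL final as positive, DMSO-only wells as negative · Timing – 6 h compound treatment, 37 °C · Measure – % activation vs tunicamycin · Technique – luminescence read with Steady-Glo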
# CCR6 antag = blocks CCL20-driven beta-arrestin recruitment at human CCR6; CHO-K1 CCR6 PathHunter beta-arrestin, luminescence, CCL20-stimulated; inhibition, % at 20 µM; 340,000 compounds, 0.49% hits; AID 493098;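 active = compounds whose inhibition of the agonist-driven luminescence signal at 20 µM reaches about 50%, limit read from the data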;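 also: cells stimulated with CCL20 at 14 nM final; plate controls were DMSO with CCL20 for no effect and DMSO without agonist for full effect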
# CXCR6 block = inhibitors of human CXCR6 receptor | O00574 | CHO-K1 PathHunter CXCR6 beta-arrestin, luminescence | 360,000 compounds, 0.36% hits | inhibition, % at 20 µM; in the data active = inhibition above about 34%, passing the limit was not always enough;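 also: antagonist mode with CXCL16 agonist at 10 nM final; 0% = 10 nM CXCL16 with DMSO and 100% = unstimulated wells without agonist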
# UPR XBP1 act = activators of adaptive arm of unfolded protein response (XBP1). CHO-XBP1 luciferase reporter, IRE1-XBP1 UPR activation, luminescence; percent of tunicamycin response, DMSO as zero. activation, % at 20 µM. 330,000 compounds, 0.33% hits;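 active = versus positive control, 20 µM dose yields 30% or more activation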;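 also: 100% = tunicamycin at 10 µg/mL and 0% = DMSO only wells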
#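 Material: CHO-XBP1 cells stably carrying IRE1-XBP1-driven luciferase reporter / Amount: 1000 cells per well / Compound: 20 µM, 1% DMSO / Times: 6 h treatment, 37 °C / Detection: luciferase luminescence / Measure: % activation of reporter signal versus tunicamycin and DMSO controls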
# APJ antagonist = APJ receptor antagonism; inhibition, % at 20 µM; 330,000 compounds, 0.32% hits; CHO-K1 APJ beta-arrestin complementation, luminescence;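 active = inhibition above about 40% at 20 µM, limit read from the data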;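 also: cells challenged with 10 nM apelin-13 agonist together with compound; plate controls were apelin-13 plus DMSO wells for no effect and DMSO wells lacking apelin-13 for full effect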
# EBI2 block = EBI2 (human) antagonism. inhibition, % at 5 µM. 360,000 compounds, 0.81% hits. P32249. EBI2 beta-arrestin recruitment, luminescence, 7a,25-OHC stimulated. AID 651636; in the data active = inhibition above about 38%;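 also: enzyme fragment complementation signal reports receptor beta-arrestin coupling in cells; 0% = agonist plus DMSO wells and 100% = wells without agonist; some results beyond the cut were filed as inactive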
# Mdm2-MdmX inh = disrupts the human Mdm2-MdmX interaction; O15151+Q00987; inhibition, % at 8 µM; AID 485346; 330,000 compounds, 3% hits; SaOS-2 split-luciferase Mdm2/MdmX complementation, luminescence;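 active = inhibition of at least 50% at 8 µM in the primary screen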
# Target sequence (O15151 whole entry, looked up): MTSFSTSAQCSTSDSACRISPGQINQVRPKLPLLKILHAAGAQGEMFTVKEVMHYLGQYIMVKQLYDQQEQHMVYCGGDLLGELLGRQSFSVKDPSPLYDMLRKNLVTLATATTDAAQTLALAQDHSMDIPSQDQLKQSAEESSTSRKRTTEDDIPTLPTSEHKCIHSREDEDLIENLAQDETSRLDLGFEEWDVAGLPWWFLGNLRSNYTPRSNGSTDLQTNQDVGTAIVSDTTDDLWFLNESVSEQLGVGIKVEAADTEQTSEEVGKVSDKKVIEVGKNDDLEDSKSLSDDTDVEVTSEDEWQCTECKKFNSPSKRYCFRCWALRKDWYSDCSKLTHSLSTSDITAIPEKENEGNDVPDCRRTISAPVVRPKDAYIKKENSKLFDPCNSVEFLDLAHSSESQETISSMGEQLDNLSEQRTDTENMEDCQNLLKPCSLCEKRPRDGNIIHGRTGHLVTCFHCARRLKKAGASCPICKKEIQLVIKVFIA
# Target sequence (Q00987 whole entry, looked up): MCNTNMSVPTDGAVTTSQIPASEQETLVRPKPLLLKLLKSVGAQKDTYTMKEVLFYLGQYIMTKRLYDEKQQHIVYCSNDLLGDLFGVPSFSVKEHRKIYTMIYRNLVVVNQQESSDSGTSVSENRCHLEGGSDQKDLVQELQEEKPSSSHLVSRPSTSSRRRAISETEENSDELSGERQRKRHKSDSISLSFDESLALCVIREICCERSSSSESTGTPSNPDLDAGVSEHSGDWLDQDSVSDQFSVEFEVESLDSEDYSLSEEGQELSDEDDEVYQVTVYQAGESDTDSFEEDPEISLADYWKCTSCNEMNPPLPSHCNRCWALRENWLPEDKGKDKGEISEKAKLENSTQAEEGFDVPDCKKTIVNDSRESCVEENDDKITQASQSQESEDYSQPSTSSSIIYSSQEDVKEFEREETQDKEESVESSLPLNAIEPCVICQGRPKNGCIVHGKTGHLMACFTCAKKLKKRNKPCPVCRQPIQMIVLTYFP
# APJ ag = agonists of human APJ apelin receptor | CHO-K1 APJ PathHunter beta-arrestin, luminescence; 0% DMSO wells, 100% apelin | 330,000 compounds, 0.11% hits | AID 2520 | activation, % at 20 µM;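 active = activation more than six SD over the plate average, tested at 20 µM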;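 also: 0% = DMSO alone and 100% = apelin-13 at 10 nM; some results filed as inactive read as strong as hits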
#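 assay system = CHO-K1 APJ beta-arrestin complementation cell line | input = cell density 1000 per well | dosing = compound 20 µM once, DMSO 1% | timing = compound 90 min 25 °C, reagent 1 h | measured by = luminescence from split beta-galactosidase complementation, Galacton Star/Emerald II substrate | read-out basis = APJ agonist activity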
# tim23-1 inh = tim23-1 yeast growth inhibition | S. cerevisiae tim23-1 growth, BacTiter-Glo luminescence, 24 h | inhibition, % at 20 µM | 330,000 compounds, 1.3% hits | AID 463212;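 active = growth inhibition of the mutant yeast at or above 50%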;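 also: temperature-sensitive mutant grown at 25 °C; plate controls were DMSO-treated mutant yeast for no effect and medium wells lacking yeast for full effect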
# * marks the source's active call; other numbers are inactive results; / = not tested or not shown. These rows are one share of the data (hit frequency here may not be typical).
SMILES,UPR CHOP act,CCR6 antag,CXCR6 block,UPR XBP1 act,APJ antagonist,EBI2 block,Mdm2-MdmX inh,APJ ag,tim23-1 inh
O=C(/C=C/NNC(=O)c1ccc(Cl)cc1)c1ccccc1,1.1,32,11,5,14,1,15,-3,30
CC(=O)NC1CSCC1OC(C)=O (configuration not stated),2.3,4,-5,5,7,-7,7,-3,-11
CC(/C=C/c1ccccc1)=N/NC(=O)c1cnccn1,0.2,4,-4,0,16,-11,-6,-7,-2
CC(C)CNC(=S)NNC(=O)c1csc2c1CCCC2,-0.3,20,0,-2,34,-8,9,-6,16
CCOC(=O)c1c(C)oc2c1c(C(c1ccccc1)N1CCOCC1)c(O)c1ccccc12 (configuration not stated),62*,4,-15,11,-13,20,-20,0,66*
Cc1cccc(C)c1OCC(=O)OCC(=O)Nc1ccc(Cl)cn1,-0.1,1,3,-2,1,-2,-17,-5,30
CC1CCCN(C(=O)CNC(=O)c2cccs2)C1 (configuration not stated),1.5,2,9,-3,-4,-2,-14,-2,-13
COCCC(=O)N1CCCC(N2CCN(c3ccc(F)cc3)CC2)C1 (configuration not stated),0.7,0,8,-3,5,-1,-15,-3,-7
CC(=O)OC(C)C[N+](C)(C)C (configuration not stated),-0.7,10,3,-4,9,-5,5,-5,6
COc1ccc(NC(=O)CN(C)C(=O)CC2CCCCC2)cc1,-1.3,5,2,-3,5,-2,24,-5,11
c1ccc(-c2nnc(OCc3cccnc3)c3ccccc23)cc1,1.3,4,-3,0,7,9,5,-3,0
CC(C)[C@H](NC(=O)CCn1nnc2ccccc2c1=O)C(=O)O,-3.3,-7,2,-2,-13,0,-34,-2,-27
Cc1c(Cc2ccccc2)sc(NC(=O)c2ccco2)c1C(N)=O,0.4,17,1,1,20,6,-3,-4,49
NC(=O)c1c(NC(=O)c2ccc(S(=O)(=O)N3CCOCC3)cc2)sc2c1CCCCC2,-0.9,19,12,4,12,-7,1,-2,6
Cc1ccc(-c2nnc(N3CCN(C(=O)COc4ccccc4)CC3)c3ccccc23)cc1,0.3,16,3,2,15,86*,26,-1,23
O=C1N=C(N2CCOCC2)S/C1=C1\C(=O)N(Cc2ccccc2)c2ccccc21,6.0,14,13,3,9,11,-33,-2,2
CN(C)CCCNC(=O)C[C@H]1C[C@H](C(=O)N2CCCCC2)[C@@]2(C)c3[nH]c4ccc(Cl)cc4c3CCN2C1=O,0.8,-1,0,0,/,-3,12,/,31
CSc1nc2ccccc2n1C(=O)Oc1ccccc1,-2.2,5,8,-5,0,-32,5,-3,10
CC(C)CCNC(=O)CSc1nc2ccsc2c(=O)n1NC(=O)c1ccccc1,0.4,0,-2,2,3,0,10,-3,14
COc1cc(/C=N/NC(=O)C(=O)NCc2cccnc2)ccc1O,0.5,3,4,-1,-1,-2,23,-1,-2
Cc1cc(C)c(S(=O)(=O)N2CCN(C(=O)N3CCOCC3)CC2)c(C)c1,-1.1,-4,6,-5,-13,-3,20,-2,19
Cc1cccc(Cn2c(NCCO)nc3c2c(=O)n(C)c(=O)n3C)c1,-0.9,13,12,-2,-1,-19,24,-1,-9
O=C(NNC(=O)C1CC2CCC1C2)c1ccccc1 (configuration not stated),-1.6,1,4,-1,-18,-4,-13,3,14
Cc1cccc(C(=O)Nc2cc(S(=O)(=O)N3CCOCC3)ccc2N2CCCCC2)c1,0.0,12,7,0,-1,2,15,-3,28
CC(=O)Nc1ccc(NC(=O)C(=O)NCC(c2ccco2)N2CCc3ccccc3C2)cc1 (configuration not stated),1.9,4,4,4,-54,4,-28,7,24
Cc1cc(N2CCOCC2)n2cc(-c3ccc(F)cc3)nc2n1,4.8,-14,0,0,9,-2,3,-1,4
CS(=O)(=O)c1ccc2nc(NC(=O)CCN3C(=O)c4ccccc4C3=O)sc2c1,-0.7,5,0,1,0,-20,32,-3,-3
CC(=O)c1ccc(NC(=O)c2ccccc2Sc2ncnc3sc(C)c(C)c23)cc1,0.1,16,6,0,23,-17,24,0,39
CS(=O)(=O)NNC(=O)c1cc2cc3ccccc3nc2s1,1.4,14,2,5,6,-7,24,-1,-11
O=C(NCCN1CCOCC1)c1cccc(S(=O)(=O)N2CCCCCC2)c1,2.5,-1,-1,1,1,-14,9,0,12
O=C(CCn1nc(-c2ccccc2)ccc1=O)N1CCN(c2ccccc2)CC1,-1.4,6,-4,-1,1,4,3,-1,19
CCOc1ccc(-c2cnc3ccccc3n2)cc1,-5.7,-4,10,-10,9,10,-26,-2,6
COc1ccc(C2/C(=C(/O)c3ccccc3)C(=O)C(=O)N2c2ccccn2)cc1OC (configuration not stated),-0.1,10,-19,-1,-8,-4,8,-2,-1
CCOC(=O)N1CCN(C(c2cccnc2)c2ccc3cccnc3c2O)CC1 (configuration not stated),25,33,9,16,15,6,30,-3,-4
COC(=O)CC(c1ccc(C(C)C)cc1)n1cccc1 (configuration not stated),0.8,22,3,5,-4,3,-15,-4,-2
C=CCN1C(=O)CC(C(=O)NC)SC1=Nc1ccc(C(=O)OCC)cc1 (configuration not stated),-2.8,14,5,-1,26,-5,14,-2,2
COc1cc(OC)c2c(c1O)OC(c1ccccc1)CC2=O (configuration not stated),2.4,0,10,1,-80,1,10,7,-6
CN(C)C1=NCCN1CC1CCCC1,-0.9,3,0,-2,-60,-1,22,-3,10
COc1ccc(Br)cc1CNC(=O)C1CCCN(S(C)(=O)=O)C1 (configuration not stated),0.0,0,-8,-2,-8,2,9,1,5
CC(=Nc1ccc(C)c(C)c1)C1=C(O)CCC1=O,-13,6,11,-2,-30,7,-9,5,11

# EBI2 block, hit marks shown above
Structure | CCR6 antag | CXCR6 block | UPR XBP1 act | APJ antagonist | EBI2 block | Mdm2-MdmX inh | APJ ag
Cc1ccc(-c2nnc(N3CCN(C(=O)COc4ccccc4)CC3)c3ccccc23)cc1 | 16 | 3 | 2 | 15 | 86* | 26 | -1

# The list continues:
SMILES,UPR CHOP act,CCR6 antag,CXCR6 block,UPR XBP1 act,APJ antagonist,EBI2 block,Mdm2-MdmX inh,APJ ag,tim23-1 inh
COc1ccccc1NC(=O)OCC#CCOC(=O)Nc1ccccc1OC,-1.5,6,-4,-3,-9,9,-11,-3,22
N#Cc1ccc(C(=O)NC2CCCc3ccccc32)cc1 (configuration not stated),-0.3,2,1,0,16,-1,2,-3,14
COc1cccc(Oc2ccc(C(F)(F)F)cc2NC(=O)CN2C(=O)NC3(CCCC3)C2=O)c1,-0.1,10,-7,-3,8,5,-1,-1,14
COc1ccc(NC(=O)CNC(=O)Cn2cnc3sc(C)c(C)c3c2=O)cc1OC,3.4,4,0,-2,6,-1,16,-3,11
CN(Cc1ccccc1)C(=O)CN1C(=O)NC2(CCCCCCC2)C1=O,-0.6,-2,-6,-3,12,1,-6,-2,19
Cc1noc(C)c1COc1ccc(C(=O)N(C)CCOc2ccccc2)cc1,0.2,1,-4,-3,3,-15,-11,-4,23
O=C(NC1CC1)C1=C[C@H](c2coc3ccccc3c2=O)C[C@H](OCc2ccc(CO)cc2)O1,-0.4,-6,12,0,-14,-12,-41,10,11
O=C(O)CC(NS(=O)(=O)c1cccc2nsnc12)c1ccc(F)cc1 (configuration not stated),0.2,-1,1,-2,11,-1,14,-2,11
O=C(CS(=O)(=O)c1ccccc1)N1CCN(c2ccccc2)CC1,4.0,9,7,1,25,0,-7,-2,12
CCOC(=O)C1CCN(C(=O)CNC(=O)c2nn(-c3ccc(OC)c(Cl)c3)c(=O)c3ccccc23)CC1,5.8,-3,4,-1,8,-12,-3,1,30
CC(C)CCNC(=O)C(C)N(C(=O)c1snc(C(N)=O)c1N)c1cnc2ccccc2c1 (configuration not stated),0.8,11,-1,-1,10,3,-7,-3,6
Cc1ccc(NC(=O)Cn2c(/C=C/c3ccccc3)nc3ccccc32)cc1C,27,1,3,51*,5,12,45,-4,4
Cc1ccc(C)c(NC(=O)C2CC3c4ccccc4C2c2ccccc23)c1 (configuration not stated),-0.4,3,-5,-2,21,20,17,3,5
COc1ccccc1NC(=O)CSc1nnc(-c2ccc(C)cc2)o1,2.8,1,-5,6,-3,0,-190,-1,7
COc1cccc(OCCNc2cc(N3CCOCC3)ccc2[N+](=O)[O-])c1,2.0,13,12,6,13,44*,5,-3,21
CC1CCN(S(=O)(=O)c2ccc(S(=O)(=O)N3CCCC3)cc2)CC1,1.6,7,-2,-3,12,-3,37,-1,-7
CCCCNC(=O)c1ccc(NS(=O)(=O)c2ccc3[nH]c(=O)[nH]c3c2)cc1,1.7,1,-4,-1,9,10,-14,-1,-3
COc1cc(/C=N/NC(=O)C(=O)N2CCCCCC2)ccc1O,3.1,-17,6,-2,8,3,-2,-9,-7
Cc1ccc(Cn2c(CCNc3nc(-c4ccc(C)cc4)cs3)nc3cc(C(=O)NCCCO)ccc32)cc1,-2.1,5,4,-3,-10,13,12,1,28
O=C(COC(=O)/C=C/c1ccc(OC(F)F)cc1)NC1CCCCCC1,-0.4,5,-7,0,6,12,0,-5,1
Cc1ccc(S(=O)(=O)n2nnc3ccccc32)c(C)c1C,1.2,12,2,-2,-2,1,5,1,4
CC(=O)SC1CC(=O)N(c2c(C)cccc2C)C1=O (configuration not stated),-0.7,15,14,-3,11,4,31,-4,23
COc1ccc(CN(Cc2ccc(C(=O)O)cc2)C(=S)Nc2ccccc2F)cc1OC,0.3,8,-4,2,4,-3,-1,-1,5
COc1c(C)cc(C(=O)C2CCCN(Cc3c(C)n(C)n(-c4ccccc4)c3=O)C2)cc1C (configuration not stated),-0.9,5,-2,-2,-5,-2,1,0,17
CCOC(=O)c1ccccc1NC(=O)CCNC(=O)Cn1cnc2ccccc2c1=O,-0.6,5,-13,-2,13,1,1,-3,5
N#Cc1ccc(NC(=O)COC(=O)CCNS(=O)(=O)c2ccccc2)cc1,-3.5,-3,4,-5,10,2,7,-3,0
CN(C)c1ccc(CNS(=O)(=O)c2csc(C(N)=O)c2)cc1,2.3,-3,0,-3,6,2,-9,1,-1
Cc1cc(C)nc(N/N=C/C2=C(N3CCOCC3)C(=C/c3ccccc3)/CC2)n1,-0.5,23,16,2,8,15,16,-3,36
Cc1cc(C)n(-c2cccc(Cl)c2)c(=O)c1C#N,-0.6,2,7,-3,8,-4,-7,-5,-4
CC(=O)c1ccc(OCC(O)CN2C(C)(C)CC(O)CC2(C)C)cc1 (configuration not stated),0.8,10,0,-1,20,7,-5,-1,3

# Two records picked at random from those above:
SMILES,UPR CHOP act,CCR6 antag,CXCR6 block,UPR XBP1 act,APJ antagonist,EBI2 block,Mdm2-MdmX inh,APJ ag,tim23-1 inh
CC(=O)SC1CC(=O)N(c2c(C)cccc2C)C1=O (configuration not stated),-0.7,15,14,-3,11,4,31,-4,23
N#Cc1ccc(NC(=O)COC(=O)CCNS(=O)(=O)c2ccccc2)cc1,-3.5,-3,4,-5,10,2,7,-3,0
